Pf Dd2 growth – qHTS Primary assay for Inhibitors of Plasmodium falciparum Dd2 growth in vitro; P. falciparum Dd2 growth, SYBR Green, 72 h; Potency, µM (titrated, usually from 28.9 µM), without a hit: at the top dose activity, negative = inhibition, actives largely listed as inhibitors; 120,000 compounds, 4.3% hits; AID 1347417, 2020; active means well fitted inhibition curve with a large enough effect; inconclusive means small, poorly fitted or top-dose-only effect; inactive means no such curve, though single readings can be large or run the other way;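 further: plate controls were DMSO vehicle for no effect and reference drug for full effect; nearly all actives have a fitted effect of over 65% in size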
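Readout: SYBR Green fluorescence, 485 nm excitation, 535 nm emission, after ~16 h lysis at 37C. Before that, Dd2-infected red cells (2.5% hematocrit) grew 72 h with compound, 29 uM top final concentration.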
* = called active by the depositor; i = inactive; ? = inconclusive; [ ] = another dose, or the depositor's remark. Potency means the concentration at half of the fitted maximal effect.

item | molecule | Pf Dd2 growth
1 | CCc1ccccc1CN1CCCC12Cc1ccccc1CNC2=O (stereo unspecified) | 8.9µM*
2 | Cc1ccc([C@H]2CN(C(=O)Cn3nc(C)c4ccccc4c3=O)C[C@@H]2N)o1 | -13%
3 | CC1=C[C@@H](CNC(=O)c2ccncc2)[C@H](C(C)C)C[C@H]1CC(=O)N1CCOCC1 | ?
4 | Cn1cc(CN2C[C@@H](CO)[C@H](C(=O)NC3CC3)C2)cn1 | ?
5 | CCN(c1ncnc2c1cnn2-c1ccc(C)cc1)C1CCCCC1 | i
6 | CCOc1ccccc1NC(=O)Cn1cccc1-c1nc(-c2ccc(F)cc2)no1 | 10µM*
7 | COc1ccc(-c2noc(-c3cccn3CC(=O)Nc3cccc(C)c3)n2)cc1F | -5%
8 | FC(F)(F)Oc1ccc(CN2CCOC[C@H](Oc3cccnc3)C2)cc1 | ?
9 | COc1ccc(-c2noc(CN(C(=O)c3ccc(C)cc3C)C(C)C)n2)cc1 | -4%
10 | CCn1c(=O)c2sccc2n2c(CCCC(=O)N3CCN(c4cc(Cl)ccc4C)CC3)nnc12 | i
11 | O=C1Nc2ccccc2CC12CCCN(C1COC1)C2 (stereo unspecified) | i
12 | CN1CC(=O)N(c2ccccc2)Cc2c(NC3CCC3)ncnc21 | -3%[44.1 µM]
13 | CC1(C)N=C(c2ccccc2)C(=O)N1CC(=O)NC1CCc2ccccc21 (stereo unspecified) | -13%
14 | CCOC(=O)c1c(C)oc2nc(C)nc(NCc3ccccc3OCC)c12 | 8.9µM*
15 | COc1ccc(C(=O)N2C[C@@H]3C[C@H](C2)c2c(/C=C/c4ccc(Cl)cc4)ccc(=O)n2C3)cc1 | ?
16 | CCc1c(C)nc2nncn2c1Nc1cccc(C)c1 | 49%[activator]
17 | Cc1cccc(NC(=O)N2CCCC(Cn3c(C)nc4cccnc43)C2)c1 (stereo unspecified) | ?
18 | Cc1cc(NC(=O)Cn2ccn3nc(-c4ccc(F)cc4)c(CO)c3c2=O)n[nH]1 | 8%
19 | CC(=O)c1cccc(NC(=O)Cn2cc(C(=O)c3cccc(Cl)c3)c(=O)c3ccc(C)nc32)c1 | i
20 | CCOc1ccc(N2C(=O)N(Cc3c(F)cccc3Cl)c3ccccc3S2(=O)=O)cc1 | ?
21 | Cc1cc(C2CC(C(=O)NCCc3ccccc3)CN(C(=O)C3CC3)C2)ccc1F (stereo unspecified) | -1%
22 | Cc1cnc(CNC(=O)c2cc(CN3CCC(Cc4ccccc4)CC3)on2)cn1 | i
23 | Cc1ccc(-n2nc3ccc(NC(=O)c4oc5ccc(C)cc5c4C)cc3n2)cc1 | 19%
24 | CN(C(=O)CN1C(=O)NC2(CCCCC2)C1=O)c1ccccc1 | 6%
25 | CNC(=O)[C@@H]1C[C@@H](O)CN1C1CCN(C(=O)COc2ccccc2)CC1 | 16%
26 | COc1ccccc1NC(=O)c1ccccc1NC(=O)c1ccccc1 | -1%
27 | Cc1ccc(-c2cc(C(F)(F)F)n3ncc(-c4ccc(Cl)cc4)c3n2)cc1 | 15%
28 | Cc1ccc(OCCSc2nc3ccc(NC(=O)c4cccs4)cc3s2)cc1 | 1µM*
29 | COc1cccc(N2C(=O)NC(=NC3CCCCC3)C23CCN(CCC(C)C)C3)c1 (stereo unspecified) | ?
30 | Cc1ccc(F)c(OCC(=O)c2ccc3c(c2)N(CCCC(=O)NC2CC2)C(=O)CO3)c1 | -14%
31 | CC(C)c1ccc(S(=O)(=O)Nc2ccc(O)c(Sc3nc4ccccc4s3)c2)cc1 | ?
32 | Cc1cnc(C2CCC2)n1C1CCCN(C(=O)CCCc2ccccc2)C1 (stereo unspecified) | ?
33 | CCOc1ccc(C(=O)NC2CCN(c3cc(-c4ccc(OC)cc4)[nH]n3)C2)cc1 (stereo unspecified) | i
34 | Cc1occc1C(=O)N[C@@H]1CN(Cc2cccnc2)C[C@H]1CN(C)C | 9%
35 | COc1ccc(Cl)cc1-c1ccc2c(c1)C(=O)N1CCN(C(=O)c3ccccc3)C[C@@H]1C(=O)N2 | i
36 | CCS(=O)(=O)Nc1ccc(C2(C(=O)NCc3cccc(Cl)c3)CCC2)cc1 | -27%
37 | O=S(=O)(Nc1c(F)cccc1F)c1ccc2c(c1)OCCO2 | 45%[activator]
38 | COc1ccc(Cl)cc1C(=O)N(C)C1CCc2nn(C)c(=O)n2CC1 (stereo unspecified) | 25%
39 | Cc1cccc(NC(=O)CN2C(=O)C(c3ccccc3)=NC23CCCC3)c1C | -24%
40 | Cc1nnc(N2CCC(C(=O)Nc3ccc(F)cc3)CC2)c2nn(-c3ccc(Cl)cc3)c(C)c12 | ?
41 | CCOC(=O)c1nnc2c(-c3ccc(F)cc3)c(C)nn2c1N | -8%
42 | COc1ccc(-c2[nH]c(-c3ccc(C)cc3)nc2SCC(=O)NCC2CCCO2)cc1 (stereo unspecified) | -14%
43 | O=C(c1ccccc1)N1CCCC(c2nc(C3CCOCC3)no2)C1 (stereo unspecified) | 36%[activator]
44 | Cc1ccc(-n2c3nc(=O)[nH]c(=O)c-3cc3c(C)nn(-c4ccccc4)c32)cc1C | 10%
45 | COc1ccc(C2Cn3nnc(-c4noc(-c5ccc[nH]5)n4)c3CO2)cc1 (stereo unspecified) | ?
46 | Cc1cnc(CNCC2(O)CNCCOC2)cn1 (stereo unspecified) | -13%
47 | CCc1ccc(CNC(=O)CSc2c3c(nc4ccc(Cl)cc24)CCCC3)cc1 | ?
48 | COc1ccc(CNC(=O)C[C@@H]2C[C@H]3O[C@H](CNCc4cnccc4C(F)(F)F)[C@@H](O)[C@H]3O2)cc1 | 26%
49 | O=C(Nc1ccc2oc(-c3cccnc3)nc2c1)c1ccc(-c2ccccc2)o1 | ?
50 | Cc1cc(CN2CCC3(CC2)CN(c2ccncn2)CC3CO)n(C)n1 (stereo unspecified) | i
51 | COC(=O)c1cccc(NC(=S)N[C@@H]2C=C[C@@H](c3c(C)nn(-c4ccccc4[N+](=O)[O-])c3C)C2)c1 | -8%
52 | COc1cc(OC)cc(-n2c(=O)c3sccc3n(Cc3c(C)cc(C)cc3C)c2=O)c1 | 13%
53 | C=CCN(Cc1ccc(F)cc1)Cc1ccccc1OCC(N)=O | ?
54 | Cc1cc(C)c2[nH]c(CN3CCC(N)C3)cc(=O)c2c1 (stereo unspecified) | -11%
55 | COc1ccccc1N1CCN(C(=O)Cn2cccc2-c2nc(-c3ccccc3)no2)CC1 | ?
56 | COc1ccc(OC)c(CCNc2nccn(-c3ccc(C)c(C)c3)c2=O)c1 | 9%
57 | COc1ccc(C(=O)NCCn2cc(SCC(=O)Nc3ccc4c(c3)OCCO4)c3ccccc32)cc1 | ?
58 | Cc1ccc(NC(=O)C2CCN(C(=O)N3CC4CC(C3)[C@H]3CCCC(=O)N3C4)CC2)cc1 (stereo partly specified) | -22%
59 | CCC(CC)C(=O)NC[C@H]1O[C@@H](CC(=O)N2CCC(C)CC2)[C@H](O)[C@@H]1O | -8%[44.1 µM]
60 | COc1ccc(NC(=O)CSc2nc(-c3cccs3)cc(C(F)(F)F)c2C#N)cc1 | 9%[0.594 µM]

Next compounds.
item | molecule | Pf Dd2 growth
61 | CC[C@H]1CN(C(=O)NC2CCCCC2)CC[C@H]1CC(=O)Nc1nccs1 | i
62 | COc1cc(NC(=O)CC2CCOCC2)cc(OC)c1 | 8%
63 | Cc1ccc(Nc2c(-c3ccc(N4CCOCC4)cc3)nc3ncccn23)cc1C | ?
64 | COc1nccc(N2CCC(CC(=O)NCc3cccs3)CC2)n1 | i
65 | CCOC(=O)c1c(NC(C)=O)c2c3c(sc2n1Cc1nc(-c2cccc(Cl)c2)oc1C)CCCC3 | 32%
66 | CC(=O)c1ccc(NC(=O)CSc2ccc3nnc(CCNS(=O)(=O)c4ccc(C)cc4)n3n2)cc1 | -23%
67 | COc1ccccc1OC1(C(=O)O)CCN(Cc2ccccc2F)CC1 | 4%
68 | COC(=O)c1ccccc1NC(=O)c1ccc2nc(CCc3ccccc3)oc2c1 | 60%[activator]
69 | C[C@H]1[C@@H]2[C@@H](O)C([C@H](C)C(=O)N(C)CCC#N)CC[C@@]2(C)CC[C@@H]1NS(C)(=O)=O (stereo partly specified) | -3%[44.1 µM]
70 | O=C(NCc1ccco1)[C@@H]1Cc2nc[nH]c2CN1CCCc1ccccc1 | 7.9µM*
71 | COc1ccc(-n2c(SCC(=O)NCc3ccc(F)cc3)nc3c([nH]c4ccccc43)c2=O)cc1 | ?
72 | CCC(=O)N1Cc2ccccc2CC2(CCN(Cc3ccccc3)C2)C1 (stereo unspecified) | ?
73 | Cc1cc(=O)n(CC(=O)NC(C)c2ccccc2)c2c1c(C)nn2-c1cccc(F)c1 (stereo unspecified) | 6%
74 | CCOCC(=O)Nc1nn(-c2ccc(F)cc2)c2cccc(N3CCOC3=O)c12 | 1%
75 | CN1C[C@H](NCc2cnn(C)c2)CCC[C@@H](C(=O)NCc2cc(F)cc(F)c2)CC1=O | 16%[44.1 µM]
76 | CCN1CCC(CCNC(=O)C2CCCN(C(=O)c3ccccc3)CCC(=O)NCC2)CC1 (stereo unspecified) | 6%
77 | Cc1cccc(-c2ncc(CN(CCN3CCOCC3)Cc3ccco3)cn2)c1 | -13%
78 | O=C1CCCCC(CNC(=O)c2ccc3ncccc3c2)N1 (stereo unspecified) | -23%
79 | O=C(CCc1ccccc1)Nc1ccc([C@@H](O)[C@H]2COCC(=O)N2Cc2ccccc2F)cc1 | 11µM*
80 | COc1ccc(Cl)cc1NC(=O)c1cc2c(=O)n3ccccc3nc2s1 | -21%
81 | COc1ccc(-c2nc3cnccn3c2NCCC(=O)Nc2ccc(C)cc2C)cc1 | i
82 | CC(=O)Nc1cc(-c2ccccc2)nn1Cc1cccc(Cl)c1 | 15%
83 | CCNC(=O)Nc1ccc(OCC(=O)N2CCN(c3ccccn3)CC2)nc1 | i
84 | O=C1Nc2ccc(-c3cccc(C(F)(F)F)c3)cc2C(=O)N2C[C@H](O)C[C@@H]12 | -13%[44.1 µM]
85 | O=C(Cn1nc2c(cc1=O)CCCC2)NCCc1ccc(O)cc1 | 8%
86 | O=C(N[C@@H]1CN(Cc2ccccn2)CCC[C@H]1O)c1ccc(OCc2ccccc2)cc1 | 2.5µM*
87 | Cc1ccc2oc(=O)c3cnn(CC(=O)Nc4ccc(Br)cc4C)c3c2c1 | -6%
88 | CCCCOC(=O)c1ccc(Nc2nc3ccc(C)cc3n3cnnc23)cc1 | 5%
89 | COc1ccc(-n2nc(C3CCCN(CCC(C)C)C3)[nH]c2=O)cc1 (stereo unspecified) | i
90 | CC1CCN(C(=O)CN2CCSc3ccccc32)CC1 | 75%[activator]
91 | COCC(=O)NC[C@H]1OC[C@@H](NCc2ccc(F)cc2)[C@@H]1O | 14µM*
92 | CC(C)(Oc1nn(Cc2cccc(Cl)c2)c2ccccc12)C(=O)NC1CCC(O)CC1 (stereo unspecified) | i
93 | COc1cccc(CN2CCN3C(=O)N(C4CCOCC4)C[C@H]3C2)n1 | 36%[activator][44.1 µM]
94 | CCc1ccc(NC(=O)Cn2c(-c3cnccn3)nc(C)c(C)c2=O)cc1 | i
95 | COc1cccc([S+](=O)([O-])N2CCCC3(C2)C(=NC2CCCCC2)NC(=O)N3c2cccnc2)c1 (stereo unspecified) | -28%
96 | CN(C)CC(O)c1cc2n(n1)CCN(C(=O)c1cc(=O)[nH]c(=O)[nH]1)C2 (stereo unspecified) | -4%
97 | CCCN(CC1CC1)C(=O)CCC1CCCN(S(=O)(=O)c2ccc(C)cc2)C1 (stereo unspecified) | -20%
98 | CCN1CC(C(=O)NCc2cccc(OCc3ccccc3)c2)CC1=O (stereo unspecified) | 12%
99 | O=C1c2oc3ccccc3c(=O)c2C(c2ccccc2F)N1Cc1ccc2c(c1)OCO2 (stereo unspecified) | 0%
100 | CCc1cc(=O)n(CC(=O)Nc2cc(C)cc(C)c2)c(N2CCOCC2)n1 | ?
101 | COCC1CN(C)CC12CCN(C(=O)CN1CCCCCC1)CC2 (stereo unspecified) | i
102 | COc1ccc(NC(=O)C2Cc3ccccc3N2C(=O)c2ccccc2)cc1OC (stereo unspecified) | i
103 | CSc1cccc(NC(=O)NC[C@H]2C[C@@H]3CCN2C[C@@H]3CN2CCN(c3ncccn3)CC2)c1 | i
104 | COc1ccc(NC(=O)O[C@@H]2CC[C@]3(C)C(CC[C@@H](O)[C@H]3CC(=O)NCc3ccccc3)[C@]2(C)CO)cc1 (stereo partly specified) | ?
105 | CC(C)(Oc1nn(CCOc2ccccc2)c2ccccc12)C(=O)NCC1CCOCC1 | ?

Compounds from the list above that have a furan ring, fused or not:
item | molecule | Pf Dd2 growth
2 | Cc1ccc([C@H]2CN(C(=O)Cn3nc(C)c4ccccc4c3=O)C[C@@H]2N)o1 | -13%
14 | CCOC(=O)c1c(C)oc2nc(C)nc(NCc3ccccc3OCC)c12 | 8.9µM*
23 | Cc1ccc(-n2nc3ccc(NC(=O)c4oc5ccc(C)cc5c4C)cc3n2)cc1 | 19%
34 | Cc1occc1C(=O)N[C@@H]1CN(Cc2cccnc2)C[C@H]1CN(C)C | 9%
49 | O=C(Nc1ccc2oc(-c3cccnc3)nc2c1)c1ccc(-c2ccccc2)o1 | ?
70 | O=C(NCc1ccco1)[C@@H]1Cc2nc[nH]c2CN1CCCc1ccccc1 | 7.9µM*
77 | Cc1cccc(-c2ncc(CN(CCN3CCOCC3)Cc3ccco3)cn2)c1 | -13%

(next part)
item | molecule | Pf Dd2 growth
106 | CCCSc1ncc(Cl)c(C(=O)Nc2c(C(=O)Nc3ccccc3)oc3ccccc23)n1 | 46%[activator]
107 | O=C(Nc1ccccc1F)N1CCCCCC1CN1CCCC1 (stereo unspecified) | ?
108 | CN(Cc1cccnc1)c1nc2c(c(=O)[nH]1)CCN(Cc1cc(F)ccc1F)CC2 | 15%[5.79 µM]
109 | CN1CCN(CCC(=O)Nc2ccc(Cl)cc2)CC1 | i

Compound activity: PubChem, National Center for Advancing Translational Sciences (NCATS)

Only part of the results is shown; rates above refer to the full screens.
